ALDH1A1 inh – blocks purified human ALDH1A1 activity; P00352; Purified ALDH1A1, NADH fluorescence, propionaldehyde substrate; 7.3% of 220,000 active; Potency, µM (doses to about 75.3 µM), for inactives: at the highest dose activity, negative = inhibition, usual class: inhibitors; AID 1030; active means well fitted inhibition curve with a large enough effect, not every such curve was filed as active; inconclusive means small, poorly fitted or top-dose-only effect, or another doubt; inactive means no such curve, though single readings can be large or run the other way;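 further: plate controls were no enzyme wells and a reference inhibitor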
RECQ1 helicase – blocks DNA unwinding by human RECQ1 | Potency, µM (top dose mostly 57.3 µM), for the others: at the highest dose activity, negative = inhibition, actives largely listed as inhibitors | RECQ1 DNA unwinding, red fluorescence kinetic read | 0.54% of 240,000 active | P46063;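 further: plate controls were vehicle for no effect and no enzyme for full effect; nearly all actives have a fitted effect of over 30% in size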
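RECQ1T1 50 nM; forked duplex (20 bp + 30-nt ss tails) 200 nM, ATP 2 mM final; pH 8.0, 2 mM MgCl2, 2.5 ug/ml poly(dI-dC); 15 min compound preincubation; discontinuous kinetic read over 2 h at RT.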
KDM4E inh – JMJD2E (human) inhibition. JMJD2E catalytic domain, FDH-coupled NADH fluorescence (FDH is formaldehyde dehydrogenase). 1.6% of 230,000 active. B2RXH2. Potency, µM (highest dose often 57.1 µM), for the others: top-dose activity change, negative = inhibition, hits mostly inhibitors; active means well fitted inhibition curve with a large enough effect, not every such curve was filed as active; inconclusive means small, poorly fitted or top-dose-only effect, or another doubt; inactive means no such curve, though single readings can be large or run the other way;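 further: 0% = wells with enzyme and -100% = buffer wells without enzyme; nearly all actives have a fitted effect of over 50% in size; many of its hits are not listed in these tables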
SMN2 splice enh – increases expression of the SMN2 splice variant; HEK293 SMN2-luciferase splicing reporter, luminescence, 30-36 h; 2.8% of 210,000 active; Potency, µM (doses to about 46.1 µM), for the others: top-dose activity change, positive = activation, actives largely listed as activators; further: % of control where 0% means no effect; nearly all actives have a fitted effect of over 55% in size
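HEK293 cells carry an SMN2 minigene-luciferase reporter in which exon 7 inclusion puts luciferase in frame. Cells were seeded at 2000 cells/well, attached for 10-12 hours, then exposed to compounds for 30-36 hours at 37C before ONE-Glo luminescence.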
TR SRC2 fluor cs – counter-screen for TRb-SRC2 inhibitors: fluorescence interference; TRb/SRC2 Texas Red total fluorescence interference; Potency, µM (top dose mostly 106 µM), inactives show at the highest dose fluorescence change, negative = quenching; 0.29% of 280,000 active; AID 1479; active means well fitted curve in either direction with a large enough effect; inconclusive means small, poorly fitted or top-dose-only effect; further: on the % scale 0 is the no-effect control and ±100 the full control effect
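Flags fluorescent or light-absorbing compounds by total fluorescence, S + 2P, at 555 nm excitation and 632 nm emission. Mixture: 20 nM Texas Red SRC2 peptide, 0.6 uM human TRb LBD, 1 uM T3, 5% DMSO; compound exposure 5 h at ambient temperature.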
Lamin A splicing – LMNA splicing modulation; 0.01% of 200,000 active; HeLa LMNA splicing GFP/RFP minigene ratio, 48 h; Potency, µM (titrated, usually from 46.1 µM), for inactives: top-dose ratio change, negative = inhibition, hits mostly inhibitors; active means well fitted inhibition curve with a large enough effect in the signal ratio, with a control signal flat, not every such curve was filed as active; inconclusive means small, poorly fitted or top-dose-only effect, or effect the other way, or a change in a side signal; the % refers to the signal ratio; further: on the % scale 0 is the no-effect control and ±100 the full control effect
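Read-out is the ratio of GFP to DsRed2 object intensity, acquired by 488 nm laser-scanning cytometry on HeLa lamin A-EGFP minigene reporter cells. Compound incubation 48 hrs at 37 °C in Opti-MEM with 2% FBS; DMSO 0.5% final.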
GoLoco inh red – RGS12 GoLoco-Gai1 interaction inhibition; P63096; 0.44% of 230,000 active; AID 880; Gai1:RGS12 GoLoco peptide FP, rhodamine, 10 min; Potency, µM (doses to about 61.6 µM), for the others: at the highest dose activity, negative = inhibition, actives largely listed as inhibitors; active means well fitted inhibition curve with a large enough effect, not every such curve was filed as active; inactive means no such curve, though single readings can be large or run the other way; further: on the % scale 0 is the no-effect control and ±100 the full control effect; nearly all actives have a fitted effect of over 30% in size; many of its hits are not listed in these tables
Target sequence (P63096 whole entry, looked up): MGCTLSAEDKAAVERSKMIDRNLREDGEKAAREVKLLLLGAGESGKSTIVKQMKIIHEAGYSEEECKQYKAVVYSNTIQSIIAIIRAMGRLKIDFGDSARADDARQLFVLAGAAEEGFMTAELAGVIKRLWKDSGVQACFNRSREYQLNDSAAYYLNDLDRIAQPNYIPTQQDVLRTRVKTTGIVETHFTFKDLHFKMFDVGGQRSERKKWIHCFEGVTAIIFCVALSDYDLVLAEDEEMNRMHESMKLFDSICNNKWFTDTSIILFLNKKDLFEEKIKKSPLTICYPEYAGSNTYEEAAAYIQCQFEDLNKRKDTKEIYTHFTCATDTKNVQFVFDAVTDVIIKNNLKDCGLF
TRb-SRC2 inh – TRbeta-SRC2 interaction inhibition. P10828. TRbeta-SRC2 peptide binding, fluorescence polarization; receptor liganded with 1 µM T3. Potency, µM (titrated, usually from 106 µM), inactives show at the top dose activity change, negative = inhibition, actives largely listed as inhibitors. 0.065% of 280,000 active. AID 1469;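 further: plate controls were bound peptide for no effect and peptide without receptor for full effect; nearly all actives have a fitted effect of over 50% in size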
Target sequence (P10828 whole entry, looked up): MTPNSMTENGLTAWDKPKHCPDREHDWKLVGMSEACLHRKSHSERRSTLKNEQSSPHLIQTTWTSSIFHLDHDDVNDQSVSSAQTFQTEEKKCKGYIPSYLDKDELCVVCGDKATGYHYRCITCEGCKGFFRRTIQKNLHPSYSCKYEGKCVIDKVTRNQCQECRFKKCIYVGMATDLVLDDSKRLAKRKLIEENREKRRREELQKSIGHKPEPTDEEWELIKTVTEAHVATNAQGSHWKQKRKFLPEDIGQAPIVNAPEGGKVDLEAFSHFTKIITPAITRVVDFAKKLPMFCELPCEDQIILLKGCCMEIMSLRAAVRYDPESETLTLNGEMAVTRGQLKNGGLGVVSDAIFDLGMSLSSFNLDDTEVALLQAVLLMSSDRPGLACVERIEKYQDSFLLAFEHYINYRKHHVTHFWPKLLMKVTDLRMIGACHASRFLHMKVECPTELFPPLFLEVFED
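Fluorescence polarization of 20 nM Texas Red SRC2 peptide with 0.6 uM human TRb ligand-binding domain, in Tris buffer with 1uM T3 and 5% DMSO. Incubated 5 hr ambient; normalized to unbound and bound controls.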
Active calls of the source: *; i = inactive; ? = inconclusive; nt = not tested or not shown; [ ] = dose if it differs, or a comment. Unless noted, the call rests on the fitted dose curve; in most records, active means well fitted curve in the direction sought with a large enough effect; inconclusive means small, poorly fitted or top-dose-only effect, or another doubt; inactive means no such curve, though single readings can be large; an effect the other way counts as inactive or inconclusive. Potency means the concentration at half of the fitted maximal effect. An excerpt (hit frequency here may not be typical).

Compound,KDM4E inh,ALDH1A1 inh,SMN2 splice enh,Lamin A splicing,TRb-SRC2 inh,RECQ1 helicase,GoLoco inh red,TR SRC2 fluor cs
Cc1ccc(NC2=C(CC(=O)O)C(c3ccccc3)N(c3ccc(C)cc3)C2=O)cc1 (stereo not given),-1.5%,?,-17.2%,?,3.0%,-1.3%,5.4%,-4.6%
CCOc1ccc(N=Cc2c(O)c3ccccc3oc2=O)cc1,-25.8%,3.1%,-6.4%,-0.5%,-1.3%,0.0%,10.1%,-1.6%
CCCCOc1ccc(C(C)NC(=O)C2CCCN(S(=O)(=O)CC)C2)cc1 (stereo not given),1.2%,13.0%,-23.4%,-6.0%[0.0737 µM],2.6%,-5.6%,12.7%,-0.6%
CC(NC(=O)C12CC3CC(CC(C3)C1)C2)C(=O)NCCN(C)C (stereo not given),?,?,nt,8.6%,5.2%,-6.9%,nt,2.3%
COC(=O)c1ccc2nccnc2c1,3.1%,nt,nt,nt,-4.0%,-6.6%,5.7%,0.6%
CSc1nc(N)c(C(=O)Nc2ccc([N+](=O)[O-])cc2)s1,10.1%,-7.4%,nt,?,10.7%,-11.0%,7.6%,-7.2%
O=C(COC(=O)/C=C/c1ccc(S(=O)(=O)N2CCOCC2)cc1)NCc1ccc(F)cc1,3.7%,7.6%,-4.5%,-25.8%[46 µM],-0.3%,i,4.6%,-0.5%
C(=N\Nc1nc(N2CCCC2)nc(N2CCCC2)n1)/c1ccccc1OCc1ccccc1,0.0%,-13.0%,-15.5%,-8.2%[9.22 µM],-2.0%,17.8%,17.2%,0.8%
Cn1cccc1C(=O)OCc1csc(-c2ccccc2)n1,-11.2%,?,11.2µM*,8.3%,0.0%,i,26.7%,-5.8%
CCc1c(C)nc2ccc(Br)cc2c1Cl,-2.0%,3.9%,2.4%,-8.7%,4.6%,-5.3%,3.2%,-0.6%
COc1ccc(N2CCN(C(c3ccc4ncccc4c3)c3nnnn3C(C)(C)C)CC2)cc1 (stereo not given),-5.7%,7.2%,0.9%,nt,3.5%,i,4.5%,-0.8%
CCOC(=O)C1=C2SCCN2C(=O)C(C#N)C1(C)C (stereo not given),1.8%,?,-5.5%,?,-0.7%,-1.3%,-6.4%,-7.3%
O=C(CSc1c2c(nc3ccc(Cl)cc13)CCCC2)NCCCN1CCOCC1,-1.1%,-11.1%,-46.5%[inhibitor],nt,4.5%,-1.1%,-1.5%,0.4%
Cc1ccc(-c2nc(CS(=O)CC(=O)NC3CCCC3)c(C)o2)cc1 (stereo not given),?,?,8.3%,-0.5%,-4.3%,-0.9%,-16.7%,-6.3%
O=C(c1cccc(Cl)c1)N1CCCC(C(=O)N2CCCCCC2)C1 (stereo not given),8.7%,?,-7.0%,-4.0%,-15.8%,i,-6.6%,-1.3%
CCCCN(C(=S)NC(=O)c1cc(OC)c(OC)c(OC)c1)c1c(N)n(Cc2ccccc2)c(=O)[nH]c1=O,10.0%,-13.4%,8.3%,-1.8%,0.2%,-10.8%,12.7%,-0.9%
Cc1ccc(C2CC(c3ccccc3)=NN2C(=O)CSc2nnc(-c3ccncc3)n2C)o1 (stereo not given),-21.5%,-6.9%,-16.0%,?,-0.5%,-1.9%,10.7%,-3.1%
CCCCOc1ccc(OC(=O)Nc2cc(Cl)ccc2OC)cc1,-6.9%,nt,nt,nt,-6.6%,-1.2%,2.3%,-7.6%
Cc1cc(S(=O)(=O)NCC(=O)O)ccc1F,1.4%,5.4%,18.3%,-4.1%,-6.4%,i,-8.2%,-1.2%
O=C1/C(=C\c2ccc(Br)o2)SC(=Nc2ccccc2)N1c1ccccc1,-2.1%,?,-24.0%,10.9%,-5.0%,-21.3%,24.2%,-17.7%
COc1ccc(S(=O)(=O)N2CCC(C(=O)N3CCc4ccccc4C3)CC2)cc1,-2.7%,?,1.8%,?,1.9%,-14.2%,-0.3%,-3.2%
O=C(O)C1C2CCCCC2=C2CCCCC2C1C(=O)c1ccccc1 (stereo not given),-7.7%,-14.0%,nt,nt,3.4%,-5.1%,-4.7%,-1.6%
Cc1cc2ccccc2c(=O)[nH]1,?,-11.3%,13.6%,9.1%,1.8%,-4.4%,6.8%,-6.7%
CN1CC(=O)N(CC(=O)N2N=C(c3ccc(Cl)cc3)CC2c2ccco2)C1=O (stereo not given),-4.0%,?,-28.3%,?,8.3%,-3.3%,3.6%,-0.1%
O=C1C2ON(c3ccc(Br)cc3)C(c3cccnc3)C2C(=O)N1C1CCCCC1 (stereo not given),-3.4%,10.7%,-16.6%,-6.3%,-10.3%,-0.8%,4.1%,-1.0%
Cn1c(COc2ccccc2)nnc1SCC(=O)Nc1ccc(S(N)(=O)=O)cc1,4.0%,5.0%,0.4%,9.7%,-5.6%,-7.7%,9.1%,-2.4%
Cc1ccc(N2CCN(C(=O)N3CCOCC3)CC2)c(C)c1,1.9%,16.4%,-14.8%,-16.5%[9.22 µM],0.7%,-1.4%,1.9%,-2.4%
COc1ccccc1NS(=O)(=O)c1ccc(N/N=C(\C)C(C)C)c([N+](=O)[O-])c1,-1.4%,-11.3%,-57.9%[inhibitor],?,-3.0%,-15.5%,2.1%,2.4%
Cc1ccc2c(c1)C1(OCCO1)C(=O)N2,-4.3%,2.2%,10.3%,11.8%,9.7%,-9.7%,0.8%,-0.1%
CC(C)N(c1ccccc1)c1ncnc(NCCC(=O)O)c1[N+](=O)[O-],14.1%,16.2%,-7.3%,1.7%,-4.4%,-7.9%,-1.6%,-3.5%
CCCn1c(=N)c(C#N)cc2c(=O)n3cccc(C)c3nc21,?,?,4.1%,5.2%[46 µM],-1.7%,i,14.2%,-0.1%
COc1ccc(NC(=O)CSc2nnc(Cc3ccccc3)o2)c(OC)c1,-12.5%,?,-1.5%,5.5%,-17.4%,-5.7%,-2.7%,-0.2%
COC(=O)c1ccc(N=NNc2ccccc2)cc1,-20.5%,?,8.91µM*,-10.2%,-1.0%,-1.2%,9.8%,-5.1%
CC(C)[C@@H]1NC(=O)[C@H](Cc2ccccc2)NC(=O)[C@@H](CC(=O)O)NC(=O)CNC(=O)[C@H](CCCNC(=N)N)NC1=O,nt,7.9%,-22.6%,nt,4.0%,-0.1%,8.7%,-1.3%
COc1ccccc1Nc1ccc([N+](=O)[O-])cn1,-6.9%,0.3%,nt,-1.7%[46 µM],5.8%,i,0.7%,-2.1%
Cn1c(CCc2ccc(N)cc2)nc2ccccc21,-9.4%,-0.2%,11.2µM*,nt,-0.1%,i,4.4%,-1.5%
COc1cc(/C=C/C(=O)C2C(=O)C=C(C)OC2=O)cc(OC)c1O (stereo not given),?,0.8%,-53.4%[inhibitor],?,-4.9%,-12.9%,45.4%[activator],0.4%
c1ccc(-c2nnc3sc(-c4ccncc4)nn23)cc1,-21.4%,?,4.47µM*,1.8%,-6.4%,2.2%,2.4%,-11.5%
CCCCNC(=S)NNC(=O)c1nn(C)cc1Cl,?,9.0%,4.5%,-5.3%,-11.8%,-1.5%,7.5%,-0.5%
Cc1cc(=O)[nH]c(SCC(=O)Nc2nc(-c3ccccc3)cs2)n1,2.7%,-9.5%,-13.4%,-29.5%,2.2%,-3.7%,23.6%,-5.3%
O=C(C1CCN(S(=O)(=O)c2cccc3cccnc23)CC1)N1CCN(c2ccccc2)CC1,0.1%,-0.1%,2.2%,-15.6%,1.2%,-1.3%,10.2%,-3.8%
COc1ccc(Oc2cc(C(F)(F)F)cnc2C(N)=O)cc1,7.2%,8.5%,-20.1%,-11.8%,4.7%,-12.6%,-2.1%,-1.8%
CC1(O)C(=O)c2ccccc2N(c2ccccc2)C1=O (stereo not given),-1.8%,?,-2.4%,1.9%,-2.3%,i,1.6%,-2.6%
COC(=O)C1=C(O)CSC1=Nc1cccc(C(F)(F)F)c1,-0.8%,-5.7%,9.2%,-7.0%,-7.6%,0.2%,2.5%,-2.6%
CCOc1ccc(OCCSc2nc3ccccc3o2)cc1,4.2%,-3.9%,4.4%,-10.0%,-11.8%,i,-15.0%,1.0%
CN(c1ccccc1)S(=O)(=O)c1ccc(NC(=O)c2ccco2)cc1,-3.0%,?,-0.9%,nt,0.1%,i,29.3%,1.2%
O=C(Nc1ccccc1C(=O)O)c1ncn[nH]1,-5.3%,3.8%,0.9%,-9.5%,-0.6%,-5.1%,-2.0%,-3.9%
CCOc1ccc(/C=N/OCC(=O)Nc2ccc3c(c2)OCO3)cc1,6.3%,2.7%,-6.8%,-8.7%[46 µM],-6.3%,-3.6%,7.6%,-0.5%
COc1ccc(-c2noc(-c3ccccc3-c3ccccc3)n2)cc1,-21.4%,-3.6%,-8.7%,?,2.2%,-5.5%,7.7%,-1.0%
O=C(c1ccc(Cl)cc1)c1ccc(OCC(O)CN2CCCCC2)cc1 (stereo not given),10.4%,7.7%,-15.7%,-6.9%,-6.1%,-0.6%,5.1%,-4.2%
N/C(=N\OC(=O)COc1ccc(Cl)cc1Cl)c1cccnc1,-1.9%,1.3%,?,-4.6%,-11.5%,-4.3%,7.6%,-1.6%
Cc1ccc(C2CC(=O)C=C(O)C2)cc1 (stereo not given),0.5%,11.2%,1.1%,5.4%,-7.5%,-11.5%,3.9%,-1.2%

Rewritten as labelled records: part of the list above
> COc1cc(/C=C/C(=O)C2C(=O)C=C(C)OC2=O)cc(OC)c1O (stereo not given)
  KDM4E inh: ?
  ALDH1A1 inh: 0.8%
  SMN2 splice enh: -53.4%[inhibitor]
  Lamin A splicing: ?
  TRb-SRC2 inh: -4.9%
  RECQ1 helicase: -12.9%
  GoLoco inh red: 45.4%[activator]
  TR SRC2 fluor cs: 0.4%
> Cn1c(CCc2ccc(N)cc2)nc2ccccc21
  KDM4E inh: -9.4%
  ALDH1A1 inh: -0.2%
  SMN2 splice enh: 11.2µM*
  Lamin A splicing: nt
  TRb-SRC2 inh: -0.1%
  RECQ1 helicase: i
  GoLoco inh red: 4.4%
  TR SRC2 fluor cs: -1.5%

High-throughput results (PubChem)
